High-throughput results as filed in PubChem BioAssay.
PNC assembly inh: inhibitors of perinucleolar compartment assembly; PC3M PTB-GFP, PNC prevalence imaging, 16 h; stronger effect = lower value; activity change (PNC), negative = inhibition, % at 10 µM; 140,000 compounds, 3.1% hits;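 active means readout at or below -70, meaning at least 70% loss of cells showing the perinucleolar compartment, a nuclear body marking cancer cells; inconclusive means readout between -30 and a set limit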;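 further: plate controls were DMSO wells for no effect and camptothecin positive control wells for full effect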
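Compounds are pinned in duplicate onto adhered PC3M cells stably expressing GFP-tagged PTB and incubated 16 h at 37 C. Cells are then fixed, nuclei stained with Hoechst, and PNC-positive cells counted.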
ALOX12 inhib: inhibitors of human 12-lipoxygenase (ALOX12); AID 1452; Potency, µM (series often up to 57.1 µM), inactives show at the highest dose activity change, negative = inhibition, most hits filed as inhibitors; 150,000 compounds, 0.12% hits; purified 12-hLO, xylenol orange hydroperoxide absorbance; P18054; further: potency means the concentration at half of the fitted maximal effect; nearly all actives have a fitted effect of over 55% in size; many of its hits are not listed in these tables
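Lipoxygenase turnover measured by absorbance at 573 and 405 nm after Fe-XO development. Human 12hLO 150 nM, arachidonate 40 uM, pH 7.0 Hepes buffer with detergent; 15 min compound preincubation, 30 min reaction.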
ALOX15B inhib: inhibitors of human 15-lipoxygenase 2 (ALOX15B) | O15296 | AID 881 | 110,000 compounds, 0.56% hits | purified 15hLO-2, xylenol orange hydroperoxide absorbance | Potency, µM (doses to about 57.1 µM), without a hit: top-dose activity change, negative = inhibition, actives largely listed as inhibitors; further: potency means the concentration at half of the fitted maximal effect; nearly all actives have a fitted effect of over 60% in size; many of its hits are not listed in these tables
Target sequence (O15296 whole entry, looked up): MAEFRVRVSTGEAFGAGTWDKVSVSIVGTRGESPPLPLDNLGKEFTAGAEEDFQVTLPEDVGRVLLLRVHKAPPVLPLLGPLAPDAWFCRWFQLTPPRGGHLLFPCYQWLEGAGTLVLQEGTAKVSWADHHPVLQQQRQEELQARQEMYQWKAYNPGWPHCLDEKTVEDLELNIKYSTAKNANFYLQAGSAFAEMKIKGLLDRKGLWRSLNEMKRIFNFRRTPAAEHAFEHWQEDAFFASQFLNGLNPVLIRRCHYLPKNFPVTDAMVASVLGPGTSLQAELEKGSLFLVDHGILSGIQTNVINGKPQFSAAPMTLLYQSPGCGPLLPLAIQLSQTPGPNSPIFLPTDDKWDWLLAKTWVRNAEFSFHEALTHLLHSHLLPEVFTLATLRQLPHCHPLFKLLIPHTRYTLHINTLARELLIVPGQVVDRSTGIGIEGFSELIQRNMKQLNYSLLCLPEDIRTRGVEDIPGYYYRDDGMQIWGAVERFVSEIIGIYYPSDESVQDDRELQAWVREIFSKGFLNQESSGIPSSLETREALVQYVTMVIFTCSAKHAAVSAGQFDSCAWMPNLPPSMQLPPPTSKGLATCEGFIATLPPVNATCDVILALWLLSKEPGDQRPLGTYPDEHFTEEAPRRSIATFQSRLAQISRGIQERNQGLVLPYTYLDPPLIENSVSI
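Enzyme 50 nM, AA 45 uM, 25 mM Hepes pH 7.5 + 0.01% Triton X-100; cpd preinc 15 min RT, rxn 90 min RT; stop/detect with 200 uM XO + 300 uM Fe(II) in 50 mM H2SO4, 30 min; A573/A405.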
IMPase cell inh: IMPase inhibition in cells. AID 901. CHO-M1 cells, IP1 accumulation, HTRF TR-FRET ratio. 120,000 tested, under 10 active. P97697. inhibition (IP1 accumulation), % at 46.1 µM; active means well fitted curve in the direction sought with a large enough effect in the signal ratio, not every such curve was filed as active; inconclusive means small, poorly fitted or top-dose-only effect, or a change in a side signal; inactive means no such curve, though single readings can be large or run the other way; the % refers to the signal ratio;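 further: cells stimulated with carbachol in lithium chloride buffer; plate controls were DMSO basal wells for no effect and reference inhibitor wells for full effect; higher means more IMPase inhibition seen as more IP1 and lower FRET ratio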
Target sequence (P97697 whole entry, looked up): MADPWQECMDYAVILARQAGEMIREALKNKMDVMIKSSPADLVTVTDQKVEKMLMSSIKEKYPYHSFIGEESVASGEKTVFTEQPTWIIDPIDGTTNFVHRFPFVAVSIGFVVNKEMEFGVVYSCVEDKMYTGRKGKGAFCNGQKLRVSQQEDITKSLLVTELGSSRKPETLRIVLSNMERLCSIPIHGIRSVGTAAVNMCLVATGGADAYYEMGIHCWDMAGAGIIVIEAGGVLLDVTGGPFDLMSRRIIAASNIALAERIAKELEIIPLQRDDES
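Cellular IMPase inhibition is scored as a rise in cytosolic IP1, detected by competitive TR-FRET between d2-labelled IP1 and a europium anti-IP1 antibody. M1-expressing CHO cells were stimulated with carbachol for 30 min at 37C, with lithium (50 mM LiCl) present in the buffer.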
An asterisk follows results filed as active; u = inconclusive; x = no result given; [ ] = another dose, or the depositor's remark. Unless noted, the call rests on the fitted dose curve; in most records, active means well fitted curve in the direction sought with a large enough effect; inconclusive means small, poorly fitted or top-dose-only effect, or another doubt; inactive means no such curve, though single readings can be large; an effect the other way counts as inactive or inconclusive. Unless noted, on the % scale 0 is the no-effect control and ±100 the full control effect. An excerpt (hit frequency here may not be typical).

structure,PNC assembly inh,ALOX12 inhib,ALOX15B inhib,IMPase cell inh
Cc1ccc(NC(=O)COc2ccccc2C(=O)Nc2ccccc2)cc1Cl,-10,3%,x,x
O=C(CN(c1ccc(F)cc1)S(=O)(=O)c1ccc2c(c1)OCCO2)NCc1ccccn1,-14,5%,0%,1
CCCCNc1nc(C)nc2c1nc(-c1ccccc1)n2CCN1CCCC1,x,1%,58%[activator],x
CCc1ccccc1N(CC)C(=O)c1cn(C)c(=O)c2cc(OC)c(OC)cc12,u,0%,2%,1
CCCCOCCCNS(=O)(=O)c1ccccc1,u,-9%,-1%,-1
CCS(=O)(=O)n1nc(-c2ccc(Cl)cc2)nc1SC,10,-15%,29%,2
C1CCN2CC3CC(CN4CCCC[C@@H]34)C2C1 (stereo not given in full),x,-1%,4%,4
Cc1c(C(=O)N2CC(C)OC(C)C2)sc2nc(-c3ccccc3)cn12 (stereo not given),9,-1%,-8%,-3
CC(C)OCCCNc1nc2c(-c3ccccc3)nnn2c2ccccc12,25,2%,x,x
COc1ccc(S(=O)(=O)N(c2onc(C)c2Cl)S(=O)(=O)c2ccc(OC)c(OC)c2)cc1OC,37,-1%,-3%,15
O=C(Cc1ccsc1)NCC(c1ccco1)N1CCCCC1 (stereo not given),13,-1%,5%,6
CC(NC(=O)Cn1nc(-c2ccccc2)c2ccccc2c1=O)c1ccccc1 (stereo not given),18,-3%,-15%,1
COc1ccc(-n2cnnc2)cc1,-21,0%,-1%,-3
Cn1c(NCc2cccnc2)nc2c1c(=O)n(Cc1ccccc1F)c(=O)n2C,0,-1%,3%,-4
Cc1cc(C(=O)COc2ccc(-c3nnco3)cc2)c(C)n1Cc1ccccc1,8,0%,5%,8
c1ccc(Cn2nnnc2C(c2cccs2)N2CCSCC2)cc1 (stereo not given),225,2%,x,-9
COc1ccc(/C=N\N=C2/SC(CC(=O)O)C(=O)N2c2ccc(O)cc2)cc1OC (stereo not given),u,-2%,x,3
c1ccc2c(c1)nc(N1CCN(C3CCCCC3)CC1)c1nnnn12,54,-5%,24%,9
CCc1ccc2c(c1)C(c1ccc([N+](=O)[O-])cc1)=NNC(c1ccc(Br)cc1)=N2,6,2%,x,x
COC(=O)CSc1nnc(C)c(=O)[nH]1,u,-2%,-2%,2
CC1=N/C(=C\c2ccc([N+](=O)[O-])cc2)C(=O)N1c1ccc(Cl)cc1,35,-3%,-27%,-9
O=c1c2ccccc2nc(SCc2cc(=O)n3ccsc3n2)n1CCCO,18,-2%,-4%,-10
O=C(Nc1nccs1)C1CCN(S(=O)(=O)c2ccc3c(c2)OCCCO3)CC1,u,-2%,-4%,-4
Cc1oc2cc(O)ccc2c(=O)c1N1C(=O)c2ccccc2C1=O,38,-11%,1%,0
CC(C)CC(=O)NC1(C(F)(F)F)C(=O)Nc2c1c(=O)n(C)c(=O)n2C (stereo not given),-17,5%,-2%,7
Cc1c(C(=O)NCC2CCCO2)oc2ccc(S(=O)(=O)N3CCCCC3)cc12 (stereo not given),u,-1%,x,x
Fc1cccc2sc(Nc3nc4c(F)cccc4s3)nc12,49,-1%,x,x
COc1ccc(C2C(=O)N(C3CCCCC3)CC(=O)N2CC2COc3ccccc3O2)cc1 (stereo not given),20,-6%,-8%,4
COc1cc(OC)cc(C(=O)Nc2ccc3c(c2)COC3=O)c1,-20,-5%,-1%,1
CCSc1ncnc2c1oc1ccccc12,6,1%,2%,12
O=c1[nH]c(CSc2nnc(-c3ccco3)n2-c2ccccc2)nc2sc3c(c12)CCC3,21,-11%,1%,9
Cc1ccc(-n2c(N)c(C#N)c(-c3ccc(Cl)cc3)c(C#N)c2=O)cc1,7,-6%,0%,u
c1ccc(C(c2nnnn2C2CCCC2)N2CCN(c3ccccc3)CC2)cc1 (stereo not given),-7,2%,x,18
COC(=O)[C@@]1(Cc2ccc(F)cc2)[C@H]2c3cc(C(=O)N(C)C)n(CCc4c[nH]c5ccc(OC)cc45)c3C[C@H]2CN1C(=O)c1ccccc1,x,-3%,20%,x
Cc1c(C(=O)N2CCCC2)sc(NC(=O)c2ccc(Cl)cc2)c1C#N,15,-1%,x,-1
CC12CCC(c3c1nc1ccccc1[n+]3[O-])C2(C)C (stereo not given),12,1%,x,x
Cn1c(C(=O)NCCN2CCCCCC2)cc2c(=O)n(C)c3ccccc3c21,-4,3%,17%,8
Cn1c(=O)c2c(nc(SCc3ccccc3)n2Cc2ccc(Cl)cc2)n(C)c1=O,-27,4%,x,-13
CCCC12CN3CC(C)(CN(C1)C3c1ccc(OC(C)C)cc1)C2=O (stereo not given),18,-5%,3%,0
COc1ccc(C(c2nnnn2CCc2ccccc2)N2CCN(C3CCCC3)CC2)cc1OC (stereo not given),21,2%,17%,8
CC(=O)c1cc2c(cc1NC(=O)CSc1nc3ccc(C)cc3[nH]1)OCO2,u,0%,x,1
COc1ccc(CCNS(=O)(=O)c2cn(C)c(=O)n(C)c2=O)cc1,23,0%,-3%,4
O=C1C(C=NCC2CCCO2)=C(O)c2ccccc21 (stereo not given),14,-6%,2%,-1
CCOC(=O)C1=C(O)/C(=C/c2ccc(-c3ccccc3C(=O)O)o2)SC1=Nc1ccc(C)cc1,95,2%,-8%,2
COc1cc2c3c(c1)c(C1=NC(=S)NC1=O)c(O)n3C(C)(C)C=C2C,-29,4%,3%,-10
CCCc1nc(SCC(=O)N2CCc3ccccc32)c2c(C)c(C)sc2n1,u,-3%,-6%,11
Cc1cc(NC(=O)CN2CCN(S(=O)(=O)c3ccc4ccccc4c3)CC2)no1,50,-3%,9%,7
NC(=O)c1ccccc1N/C=C/C(=O)c1cccs1,-94*,1%,x,3
CCOc1cc(S(=O)(=O)N(CC)CC)ccc1F,-3,-1%,-1%,3
Cc1nc(C)c(C(=O)C2=C(O)C(=O)N(CCN(C)C)C2c2cccs2)s1 (stereo not given),u,-11%,2%,u
CCCC1S/C(=N/N=C/c2ccc(OC)cc2)N(Cc2ccccc2)C1=O (stereo not given),-2,-2%,10%,u
Cc1ccc(-c2noc(CCC(=O)NC3CCN(Cc4ccccc4)CC3)n2)cc1,3,-1%,27%,6
CCSc1nnc(NC(=O)CSc2nnc(CNC(=O)c3ccccc3F)o2)s1,-124*,-1%,x,x
COc1ccc(-n2c(C)nc3cc(C(=O)NCc4ccc5c(c4)OCO5)ccc32)cc1,-26,-3%,x,x
CCN(CC)C(=O)CSc1nnc(-c2ccccc2)o1,4,0%,-9%,0
CCOC(=O)N1CCN(C(=O)COc2cccc3c2CCN(Cc2ccccc2F)C3=O)CC1,u,0%,x,x
COc1cc2ccccc2cc1C(=O)O,23,3%,-8%,-1
Cc1cc(C)c2nc(C(F)(F)F)c(C#N)c(N)c2c1,20,4%,-3%,-10
C/C=C(/C(=C/C)c1ccc(O)cc1)c1ccc(O)cc1,35,u,16µM*,x
COc1ccc(C(=O)N(Cc2ccccc2)Cc2cc3cc4c(cc3[nH]c2=O)OCCO4)cc1,4,-3%,-5%,2

For convenience, some entries already given.
structure,PNC assembly inh,ALOX12 inhib,ALOX15B inhib,IMPase cell inh
COc1cc2ccccc2cc1C(=O)O,23,3%,-8%,-1
Cc1cc(C)c2nc(C(F)(F)F)c(C#N)c(N)c2c1,20,4%,-3%,-10
C/C=C(/C(=C/C)c1ccc(O)cc1)c1ccc(O)cc1,35,u,16µM*,x
COc1ccc(C(=O)N(Cc2ccccc2)Cc2cc3cc4c(cc3[nH]c2=O)OCCO4)cc1,4,-3%,-5%,2

(cont.)
structure,PNC assembly inh,ALOX12 inhib,ALOX15B inhib,IMPase cell inh
N#CC(C(=O)OCc1ccccc1)c1nc2ccccc2nc1N1CCOCC1 (stereo not given),-12,-17%,-2%,6
CCC(=O)N(Cc1cc2cc(OC)ccc2[nH]c1=O)c1ccc(C)cc1C,-1,-5%,-3%,-12
CCOC(=O)c1sc(NC(C)=O)cc1C,14,2%,-2%,7
COc1ccc(NC(=O)CN(C)CC(=O)Nc2ccccc2SC)cc1Cl,10,0%,x,0
COCc1cc(=O)[nH]c(Nc2nc(C)c3ccccc3n2)n1,-23,10%,-3%,7
CC1=CC2=NC(=O)/C(=C\c3cccn3CCOc3ccc(C)c(C)c3)C(=N)N2O1,-25,-11%,x,x
CCn1cc([N+](=O)[O-])c(C(=O)N2N=C(c3ccc4ccccc4c3)CC2c2cc(Br)ccc2O)n1 (stereo not given),u,-10%,x,1
Cc1nc2ccccc2c(=O)n1NC(=O)C1CCCCC1,26,3%,1%,-14
Cc1ccc(-c2nnn(CC(=O)N(Cc3ccco3)C(C(=O)NC3CCCC3)c3cccs3)n2)o1 (stereo not given),-100*,0%,x,8
C/C(=N\NS(=O)(=O)c1ccccc1)c1ccc2c(c1)OCCO2,59,2%,x,x
CC(C)CCNC(=O)C1CCN(C(=O)N(C)C)CC1,u,0%,-11%[11.4 µM],-12[1.84 µM]
O=C(O)C1CC(=O)N(Cc2ccc3c(c2)OCO3)C1 (stereo not given),18,-3%,1%,10
Cc1ccc(NC2=C(Cl)C(=O)OC2OC(=O)c2ccco2)cc1 (stereo not given),15,-2%,0%,8
CCCCCCNc1cc2n(c(=O)n1)CCc1cc(OC)c(OC)cc1-2,u,-8%,12%,-1
COc1ccc(NC(=O)Nc2ccc3nc(C)c(C)nc3c2)cc1,5,-5%,-27%,3
O=C(N/N=C/c1ccc([N+](=O)[O-])o1)c1cn(-c2ccccc2)nc1-c1ccccc1,9,-2%,x,11
COCc1cc(C)nc(OCC(=O)N/N=C\c2cc(C)n(-c3cccc(C(F)(F)F)c3)c2C)c1C#N,-5,-5%,-8%,-11
O=C(NC1CCCc2ccccc21)C(Cc1ccccc1)NS(=O)(=O)c1cccs1 (stereo not given),-24,5%,x,x
CC(/C=C1\N=C(SCc2ccccc2Cl)SC1=O)=C\c1ccccc1,-12,-6%,25µM*,-5
CN(C(=S)NC(=O)c1ccc(Br)o1)c1ccccc1,-5,0%,x,x
CCCS(=O)(=O)N1CCCC(c2nc(-c3cccc(OC)c3)no2)C1 (stereo not given),-11,-7%,0%,4
COc1ccc2oc(=O)c(C(=O)NCc3ccc4c(c3)OCO4)cc2c1,2,-13%,x,u
Cn1cccc1C(=O)N1CCC2(CCN(C(=O)Nc3cccc(C#N)c3)CC2)CC1,x,-2%,7%,x
Cc1onc(-c2ccccc2)c1C(=O)NCCN1CCOCC1,6,-3%,1%,u
NS(=O)(=O)c1ccc(CCNC(=O)Nc2ccc(Cl)cc2)cc1,-23,-9%,0%,0
CC(=O)Nc1ccc(OC(F)(F)C(F)F)c(NC(C)=O)c1,7,3%,-7%,3
Cc1cnc(C(=O)Nc2nnc(SCc3c(Cl)cccc3Cl)s2)cn1,-15,-1%,x,x
CCOC(=O)C1CCCN(CC(=O)NC2CC2)C1 (stereo not given),-5,-5%,-16%,6
O=C(COC(=O)c1ccco1)NC1CCCCC1,u,-1%,-7%,3
Cc1cc(C)n2nc(C(=O)OCCOc3ccc(Br)cc3)nc2n1,29,-4%,6%,6
CCCn1nnnc1SCC(=O)N1CCOCC1,21,-3%,4%,-13
COc1ccc(/C=N/NC(=O)c2ccc(Cl)cc2)cc1Cn1cc(Cl)cn1,u,7%,x,1
N#Cc1c(N)nc2c(c1-c1cccs1)CCCC2,-26,-3%,x,3
